Bioassay records as filed in PubChem.
PKA-R2B act = PKA-R2B complex activation | P22694+P31323 | PKA-R2B holoenzyme dissociation, Cy5-IP20 fluorescence polarization; R2B truncated from residue 108, S112A mutant; 0% DMSO only, 100% 113 µM cGMP | activation, % at 11.4 µM | 0.079% of 340,000 active;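 active means activation above a cutoff set at the mean over all compounds plus 3 SD, cut at about 18% in these data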;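 further: higher means more holoenzyme dissociation and a rise in polarization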
DAGLB inh = diacylglycerol lipase beta (human) inhibition; Q8NCG7; HEK293T DAGLB membrane lysate, EnzChek fluorogenic substrate; inhibition, % at 5.17 µM; 0.059% of 340,000 active; in the data active means inhibition above about 34%;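 further: 0% = enzyme with vehicle and 100% = wells lacking enzyme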
Target sequence (Q8NCG7 whole entry, looked up): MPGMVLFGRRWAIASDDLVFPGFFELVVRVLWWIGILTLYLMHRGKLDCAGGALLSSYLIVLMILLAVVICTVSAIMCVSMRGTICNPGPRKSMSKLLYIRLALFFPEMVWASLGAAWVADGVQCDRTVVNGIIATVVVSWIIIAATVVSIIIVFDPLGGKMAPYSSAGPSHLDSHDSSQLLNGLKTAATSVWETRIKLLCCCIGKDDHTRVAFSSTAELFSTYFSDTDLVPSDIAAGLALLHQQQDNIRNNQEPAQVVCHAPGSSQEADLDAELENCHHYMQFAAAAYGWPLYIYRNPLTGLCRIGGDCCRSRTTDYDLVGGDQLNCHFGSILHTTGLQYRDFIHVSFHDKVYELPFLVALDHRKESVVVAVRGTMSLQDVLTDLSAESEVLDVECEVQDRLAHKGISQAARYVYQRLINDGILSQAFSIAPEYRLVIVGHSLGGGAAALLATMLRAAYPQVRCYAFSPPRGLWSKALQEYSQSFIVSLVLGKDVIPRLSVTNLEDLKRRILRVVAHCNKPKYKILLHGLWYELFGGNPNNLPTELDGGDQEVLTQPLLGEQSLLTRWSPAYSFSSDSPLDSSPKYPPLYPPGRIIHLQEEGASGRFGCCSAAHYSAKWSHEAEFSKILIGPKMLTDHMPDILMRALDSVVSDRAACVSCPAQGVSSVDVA
Tat export inh = blocks Tat-dependent protein export in E. coli | E. coli MC4100 TorA-mCherry Tat export, fluorescence | 0.036% of 340,000 active | inhibition, % at 10 µM;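 active means mean replicate inhibition at least 50% and at least half of replicates individually reaching 50%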;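 further: exported cargo escapes ClpAP degradation while cytoplasmic cargo is degraded and loses fluorescence; 0% = median of neutral control wells and 100% = median of NaSCN control wells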
HTR5A inv ctr = inverse agonist of human HTR5A in OPRM1-OPRD1 counter-screen. HTR5A cell line, luminescence, inverse agonism. inhibition, % at 9.3 µM. 0.083% of 340,000 active. AID 504634; in the data active means inhibition mostly above about 23%, no sharp cut-off; inactive means mostly below about 18%;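 further: 0% = cells with DMSO and 100% = no-cell wells with DMSO; some compounds called inactive have numbers as strong as hits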
Target sequence (P47898 whole entry, looked up): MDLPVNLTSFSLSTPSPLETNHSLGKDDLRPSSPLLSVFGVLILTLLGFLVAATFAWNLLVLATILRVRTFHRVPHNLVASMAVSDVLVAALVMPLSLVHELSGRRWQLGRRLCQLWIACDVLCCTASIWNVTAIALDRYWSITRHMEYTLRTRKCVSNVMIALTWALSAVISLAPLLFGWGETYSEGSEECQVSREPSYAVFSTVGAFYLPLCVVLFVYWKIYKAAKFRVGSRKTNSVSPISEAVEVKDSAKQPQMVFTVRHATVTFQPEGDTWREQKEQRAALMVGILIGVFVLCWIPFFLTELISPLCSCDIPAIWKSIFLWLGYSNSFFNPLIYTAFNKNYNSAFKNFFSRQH
PKA-R1A activ = activators of PKA-R1A complex | P00514+P68181 | PKA-R1A dissociation, Cy5-IP20 fluorescence polarization; scaled: DMSO 0%, 113 µM cGMP 100% | activation, % at 11.4 µM | 0.083% of 340,000 active | AID 504707;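 active means percent activation above the mean of all tested compounds plus 3 SD, cut at about 19% in these data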;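 further: higher means more PKAc released from R1A so a rise in polarization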
CDK5 p35 inh = blocks human CDK5/p35 kinase activity; Recombinant CDK5/p35, ADP-Glo luminescence, 60 min; Q00535+Q15078; 0.01% of 330,000 active; AID 488839; inhibition, % at 10 µM;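 active means highest replicate inhibition of at least 50% and at least 75% of replicates reaching 50%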;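 further: plate controls were DMSO neutral control for no effect and GW8510 at 10 µM for full effect; many of its hits are not listed in these tables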
phage Ecoli inh = E. coli growth loss with phage present; growth absorbance; inhibition, % at 11.9 µM; 0.26% of 360,000 active; AID 651602; in the data active means inhibition above about 11%
SUMO Mot1 rescue = blocks SUMOylation pathway, rescuing yeast Mot1-301 growth; S. cerevisiae Mot1-301 growth rescue, ATP luminescence, 38.5C; percent above DMSO median, 100 means doubled; growth rescue, % at 18.8 µM; 1% of 320,000 active; AID 2716;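 active means every valid replicate shows activation above 250% relative to neutral control wells; inactive means the rest, any valid replicate at or below 250%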;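 further: OY570 slx delta 5 strain wells were the positive control but not used for scaling; some compounds called inactive have numbers as strong as hits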
HTR5A ag ctr = HTR5A agonism, opioid heterodimer counter-screen; P47898; AID 504692; HTR5A agonist assay, luminescence, cell-based; activation, % at 9.3 µM; 0.61% of 340,000 active; in the data active means activation mostly above about 9.5%, no sharp cut-off; inactive means mostly below about 7.6%;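 further: 0% = cells with vehicle only and 100% = reference agonist; strong numbers were not always called active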
AddAB inh = less growth of phage-infected E. coli with AddAB | 0.29% of 330,000 active | E. coli expressing H. pylori AddAB, absorbance growth | inhibition, % at 11.9 µM; in the data active means inhibition above about 12%;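 further: 0% = vehicle wells of infected cells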
E coli growth = counter-screen for AddAB inhibitors: E. coli growth inhibition. E. coli V3065 growth, OD600 absorbance, 18 h. inhibition, % at 11.9 µM. 0.27% of 330,000 active. AID 449728;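 active means inhibition above the campaign's mean inhibition across all tested compounds plus 3 SD, cut at about 9.9% in these data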;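 further: uninfected addAB+ strain grown without phage in ampicillin broth; 0% = DMSO wells and 100% = ciprofloxacin 0.95 µg/ml wells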
An asterisk follows results filed as active; · = not tested or not shown.

SMILES	PKA-R2B act	DAGLB inh	Tat export inh	HTR5A inv ctr	PKA-R1A activ	CDK5 p35 inh	phage Ecoli inh	SUMO Mot1 rescue	HTR5A ag ctr	AddAB inh	E coli growth
CCn1c(C)nc2cc(C(=O)NNC(=O)Nc3cccc(Cl)c3)ccc21	·	·	3	·	·	-0.7	5.2	-3	·	4.9	2.0
O=C(COC(=O)c1cccs1)NC1CCCC1	-2	-2	-7	-1	1	0.4	-0.6	44	0	-2.0	-1.5
CCOC(=O)NC(C(Cl)(Cl)Cl)S(=O)(=O)c1ccccc1 (stereo unspecified)	6	1	-3	-1	4	0.3	-1.3	2	0	0.8	2.3
COc1cc(/C=N/NC(=O)c2ccoc2C)cc(OC)c1OC	2	1	12	-7	-4	-7.8	2.1	-13	2	0.5	0.3
Cc1cc(C)cc(-n2cccc2/C=C2/C(=N)N3C(=NC2=O)SN=C3S(C)(=O)=O)c1	6	13	-10	2	1	-1.5	4.6	-8	-1	0.6	1.5
CSc1cccc(NC(=O)/C=C/c2ccc(Cl)cc2)c1	-3	-6	2	-22	-4	-0.5	3.9	5	3	1.8	1.9
O=C(c1ccc(S(=O)(=O)N2CCOCC2)cc1)N(c1cccc(Cl)c1)C1C=CS(=O)(=O)C1 (stereo unspecified)	9	2	-23	3	-8	-1.7	2.6	-7	-1	4.2	1.3
CC1OC(OC2C(CO)OC(OC3C(CO)OC(O)C(O)C3O)C(O)C2O)C(O)C(O)C1N[C@@H]1C=C(CO)[C@@H](O)C(O)[C@H]1O (stereo partly specified)	6	0	1	5	-10	1.6	2.7	-13	-1	-2.7	-2.5
CCOC(=O)C1=C(C)Nc2nc(=S)[nH]n2C1c1ccc(Cl)cc1 (stereo unspecified)	1	3	1	-7	5	-0.1	0.6	·	3	·	·
CCCN(C(=O)COC(=O)CCOc1ccc(C)cc1)c1c(N)n(Cc2ccccc2)c(=O)[nH]c1=O	-2	2	2	-31	-7	-1.1	2.7	-11	2	0.5	-2.0
N/C(Cc1ccc(Cl)cc1Cl)=N\OC(=O)c1ccccc1F	-1	-18	-11	-2	-3	-5.2	4.4	141	1	0.2	0.7
CC(c1ccccc1)n1c(CCCO)nc2ccccc21 (stereo unspecified)	6	1	0	-17	-7	0.8	1.4	-5	5	·	·
CNS(=O)(=O)c1cn(CC(=O)NCc2ccc(F)cc2)cc1S(=O)(=O)NC	-7	-4	5	-5	-7	1.3	2.0	3	1	2.5	0.3
O=C(Cn1cc2c(n1)CCCCC2)NCCCN1CCOCC1	-9	0	-2	3	13	0.7	3.0	38	-1	2.9	-0.5
CCOc1ccccc1CN1CCN(CC2CC2)CC1CCO (stereo unspecified)	-2	0	2	4	-6	0.1	0.4	-5	-1	0.8	2.2
Cc1ccc(NC(=O)C2CCN(S(=O)(=O)c3c(C)nn(C)c3C)CC2)c(Cl)c1	5	0	4	-29	-10	2.0	1.2	-8	-4	4.9	-2.7
COC(=O)c1ccc(COC(=O)c2nn(C)c(=O)c3ccccc23)cc1	5	-1	-2	2	2	-4.6	3.3	45	-2	0.7	0.2
O=C(CNC(=O)c1ccc(=O)[nH]c1)Nc1ccc(F)c(F)c1	9	-1	-4	2	1	-0.1	2.6	0	-1	1.1	-0.7
CCN(CC)CCSc1nc(O)c(C(C)C)c(=O)[nH]1	-9	-3	-2	-10	-1	2.1	0.8	-25	0	2.7	-2.8
COC(=O)c1cccc(N(CC(=O)NC2CCCC2)C(=O)CCC(=O)Nc2cc(C)on2)c1	4	3	4	-31	-6	-0.5	2.3	-9	11	1.9	0.8

Arranged by number of heavy atoms (ascending): three of the compounds above
SMILES	PKA-R2B act	DAGLB inh	Tat export inh	HTR5A inv ctr	PKA-R1A activ	CDK5 p35 inh	phage Ecoli inh	SUMO Mot1 rescue	HTR5A ag ctr	AddAB inh	E coli growth
CCOC(=O)NC(C(Cl)(Cl)Cl)S(=O)(=O)c1ccccc1 (stereo unspecified)	6	1	-3	-1	4	0.3	-1.3	2	0	0.8	2.3
CCOC(=O)C1=C(C)Nc2nc(=S)[nH]n2C1c1ccc(Cl)cc1 (stereo unspecified)	1	3	1	-7	5	-0.1	0.6	·	3	·	·
Cc1ccc(NC(=O)C2CCN(S(=O)(=O)c3c(C)nn(C)c3C)CC2)c(Cl)c1	5	0	4	-29	-10	2.0	1.2	-8	-4	4.9	-2.7

(further entries)
SMILES	PKA-R2B act	DAGLB inh	Tat export inh	HTR5A inv ctr	PKA-R1A activ	CDK5 p35 inh	phage Ecoli inh	SUMO Mot1 rescue	HTR5A ag ctr	AddAB inh	E coli growth
Cc1oc2cc(OCC(=O)O)ccc2c(=O)c1Oc1ccccc1	-12	1	2	-11	8	-1.0	0.6	4	1	3.1	-1.1
Cc1occc1C(=O)N1CCN(S(=O)(=O)c2ccccc2)CC1	-22	-2	0	-21	2	-0.3	4.4	-3	3	2.1	-0.7
Cc1cc2c(=O)n(NC(N)=O)c(C)nc2s1	-2	-2	9	-11	4	0.2	1.7	-17	2	-0.3	-2.3
Cc1[nH][nH]c(=O)c1C(c1cc(Br)ccc1O)c1c(C)[nH][nH]c1=O	-2	1	6	19	-7	1.8	4.5	-3	-5	-1.2	-2.0
O=C(Nc1cc(C(F)(F)F)ccc1Cl)c1ccncc1	-2	0	8	4	2	0.2	2.9	·	-2	1.0	0.8
CC(C)n1c(C(F)(F)F)nc2cc(C(=O)N3CCOCC3)ccc21	-8	3	-4	11	2	-0.5	0.5	126	-3	2.1	-2.5
CN(C)c1ccc(/C=C(/C#N)C(=O)Nc2nc3c(s2)CCN(Cc2ccccc2)C3)cc1	7	-27	-13	1	11	-0.8	2.3	·	0	·	·
CC(C)(C)OC(=O)N1CCN(c2ccc(NC(=O)c3ccco3)cc2)CC1	-8	1	2	5	1	0.3	-0.8	·	-2	·	·
Cc1ccc(NC(=O)CSc2nc3[nH]c(=O)cc(O)c3s2)c(Br)c1	-10	9	-4	9	-3	0.7	1.8	0	3	1.7	2.3
CCn1cc(Cl)c(C(=O)Nc2nccs2)n1	-1	-2	-6	-4	5	0.5	2.3	·	1	·	·
Cc1nnc(SCC(=O)N2CCN(S(=O)(=O)c3ccccc3)CC2)n1Cc1ccccc1	3	-1	-4	-1	-5	-1.1	2.2	1	3	-0.5	0.0
O=C(C(c1ccccc1)c1ccccc1)N1CCN(Cc2ccncc2)CC1	-7	2	1	-3	-4	0.2	-0.7	·	7	-1.7	0.6
CCCCOC(=O)CSC1=C(C#N)C(c2ccccc2OC)C(C#N)C(=O)N1 (stereo unspecified)	-2	4	0	18	0	1.2	1.1	72	-1	1.2	-0.1
O=C(Nc1cnn(C23CC4CC(CC(C4)C2)C3)c1)c1cnn2c(C(F)(F)F)cc(-c3ccco3)nc12	-6	-1	-4	-2	-6	4.2	1.2	17	-2	3.4	0.9
Nc1nc(N)nc(C2C=CCCC2)n1 (stereo unspecified)	-4	-1	-8	14	10	1.9	0.7	·	-4	·	·
CNc1ccc(C(=O)c2ccccc2C(=O)O)cc1[N+](=O)[O-]	3	2	-5	7	-18	-2.3	2.8	-19	-2	2.1	0.7
Cc1ccccc1C(=O)Nc1ccc2c(C#N)c3nc4ccccc4nc3n2c1	5	18	1	6	-2	0.3	3.2	-7	-2	0.6	-1.7
COc1ccc(NC(=O)C23CCC(C)(C(=O)O2)C3(C)C)cc1 (stereo unspecified)	-11	-1	-4	20	-8	1.1	0.5	-4	0	1.9	-2.0
COc1ccc2c(c1)OC[C@H]1[C@H]2N2C(=O)c3cc(OC)c(OC)cc3NC(=O)[C@@]2(C)[C@H]1c1ccccc1	-10	0	1	-6	-12	-0.4	3.2	485*	9	2.0	-1.6
CCN(CC)S(=O)(=O)c1ccc(C(=O)OCCN2C(=O)c3cccc4c(N5CCOCC5)ccc(c34)C2=O)cc1	-4	-4	3	-6	-14	-0.3	1.5	187	2	1.5	-0.1
FC(F)(F)c1cccc(-c2nn[nH]n2)c1	-3	6	36	20	-2	-7.7	-0.8	7	4	-0.5	3.8
COc1ccc(N(CC(=O)N2CCCCCC2)S(=O)(=O)c2ccccc2[N+](=O)[O-])c(OC)c1	3	-2	-1	4	-6	1.4	1.2	-1	-2	0.4	0.1
O=C(COC(=O)Cc1ccc(Br)cc1)Nc1ccc(N2CCOCC2)cc1	-9	1	-11	6	6	-0.5	0.0	-6	-2	-0.1	1.6

A second format for 15 compounds above.
Fields – PKA-R2B act	DAGLB inh	Tat export inh	HTR5A inv ctr	PKA-R1A activ	CDK5 p35 inh	phage Ecoli inh	SUMO Mot1 rescue	HTR5A ag ctr	AddAB inh	E coli growth
Cc1occc1C(=O)N1CCN(S(=O)(=O)c2ccccc2)CC1
    -22	-2	0	-21	2	-0.3	4.4	-3	3	2.1	-0.7
Cc1cc2c(=O)n(NC(N)=O)c(C)nc2s1
    -2	-2	9	-11	4	0.2	1.7	-17	2	-0.3	-2.3
Cc1[nH][nH]c(=O)c1C(c1cc(Br)ccc1O)c1c(C)[nH][nH]c1=O
    -2	1	6	19	-7	1.8	4.5	-3	-5	-1.2	-2.0
O=C(Nc1cc(C(F)(F)F)ccc1Cl)c1ccncc1
    -2	0	8	4	2	0.2	2.9	·	-2	1.0	0.8
CC(C)n1c(C(F)(F)F)nc2cc(C(=O)N3CCOCC3)ccc21
    -8	3	-4	11	2	-0.5	0.5	126	-3	2.1	-2.5
CN(C)c1ccc(/C=C(/C#N)C(=O)Nc2nc3c(s2)CCN(Cc2ccccc2)C3)cc1
    7	-27	-13	1	11	-0.8	2.3	·	0	·	·
CC(C)(C)OC(=O)N1CCN(c2ccc(NC(=O)c3ccco3)cc2)CC1
    -8	1	2	5	1	0.3	-0.8	·	-2	·	·
Cc1ccc(NC(=O)CSc2nc3[nH]c(=O)cc(O)c3s2)c(Br)c1
    -10	9	-4	9	-3	0.7	1.8	0	3	1.7	2.3
CCn1cc(Cl)c(C(=O)Nc2nccs2)n1
    -1	-2	-6	-4	5	0.5	2.3	·	1	·	·
Cc1nnc(SCC(=O)N2CCN(S(=O)(=O)c3ccccc3)CC2)n1Cc1ccccc1
    3	-1	-4	-1	-5	-1.1	2.2	1	3	-0.5	0.0
O=C(C(c1ccccc1)c1ccccc1)N1CCN(Cc2ccncc2)CC1
    -7	2	1	-3	-4	0.2	-0.7	·	7	-1.7	0.6
CCCCOC(=O)CSC1=C(C#N)C(c2ccccc2OC)C(C#N)C(=O)N1 (stereo unspecified)
    -2	4	0	18	0	1.2	1.1	72	-1	1.2	-0.1
O=C(Nc1cnn(C23CC4CC(CC(C4)C2)C3)c1)c1cnn2c(C(F)(F)F)cc(-c3ccco3)nc12
    -6	-1	-4	-2	-6	4.2	1.2	17	-2	3.4	0.9
Nc1nc(N)nc(C2C=CCCC2)n1 (stereo unspecified)
    -4	-1	-8	14	10	1.9	0.7	·	-4	·	·
CNc1ccc(C(=O)c2ccccc2C(=O)O)cc1[N+](=O)[O-]
    3	2	-5	7	-18	-2.3	2.8	-19	-2	2.1	0.7
